Tb PYK inh: qHTS of Trypanosoma Brucei Inhibitors. pyruvate kinase (Trypanosoma brucei), Q57TT1. TbPYK enzyme, Kinase-Glo Plus ATP luminescence, 45 min. Potency, µM (series often up to 76.8 µM), inactives show at the top dose activity, negative = inhibition, hits mostly inhibitors. 410,000 tested, 0.12% active. AID 624173, 2012; note: potency is the fitted concentration of half-maximal effect; nearly all actives have a fitted effect of over 50% in size
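In this concentration-response screen, enzyme-free wells defined baseline while DMSO plates tracked drift. Each reaction combined TbPYK, substrate, compound and 130 uM ADP for 45 min at room temperature. Kinase-Glo Plus luminescence gave the signal.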
Sm TGR inh: qHTS Assay for the Inhibitors of Schistosoma Mansoni Peroxiredoxins. purified TGR, DTNB reduction, TNB absorbance 405 nm. Potency, µM (series often up to 114 µM), for inactives: at the highest dose activity change, negative = inhibition, actives largely listed as inhibitors. 360,000 tested, 3% active. AID 485364, 2010; note: potency is the fitted concentration of half-maximal effect; nearly all actives have a fitted effect of over 60% in size
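First, TGR (20 nM dispensed) and NADPH were mixed with compound. Second, a 15 min room-temperature incubation followed. Third, further NADPH and then DTNB were added to start the reaction. Finally, TNB absorbance was monitored kinetically.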
LmPK inh: qHTS Assay for Inhibitors of Leishmania Mexicana Pyruvate Kinase (LmPK) | 290,000 tested, 0.37% active | purified LmPK, Kinase-Glo ATP luminescence, 1 h | AID 1721, 2009 | Potency, µM (top dose mostly 57.5 µM), inactives show top-dose activity change, negative = inhibition, most hits filed as inhibitors | Q27686; note: potency is the fitted concentration of half-maximal effect
Target sequence (Q27686 whole entry, looked up): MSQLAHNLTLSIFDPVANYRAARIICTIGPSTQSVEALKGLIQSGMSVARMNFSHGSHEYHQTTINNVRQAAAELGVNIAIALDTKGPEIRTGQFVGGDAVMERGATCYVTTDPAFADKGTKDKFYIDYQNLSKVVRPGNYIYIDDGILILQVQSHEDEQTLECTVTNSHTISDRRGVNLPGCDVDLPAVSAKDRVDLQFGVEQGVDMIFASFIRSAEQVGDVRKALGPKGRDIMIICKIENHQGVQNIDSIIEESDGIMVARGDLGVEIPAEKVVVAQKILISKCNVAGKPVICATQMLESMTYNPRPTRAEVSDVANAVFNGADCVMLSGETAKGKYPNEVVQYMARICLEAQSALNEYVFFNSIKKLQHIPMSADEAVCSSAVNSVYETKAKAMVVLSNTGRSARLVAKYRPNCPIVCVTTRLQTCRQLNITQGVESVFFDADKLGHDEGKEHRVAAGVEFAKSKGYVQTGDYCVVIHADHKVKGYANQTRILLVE
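Kinase-Glo luminescence read after 1 h RT reaction of 0.1 nM LmPK with 0.5 mM PEP and 0.1 mM ADP. Activity scaled between uninhibited and enzyme-free controls.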
AmpC inh detg: qHTS Inhibitors of AmpC Beta-Lactamase (assay with detergent) | P00811 | AmpC hydrolysis of nitrocefin, absorbance 480 nm, 0.01% Triton | Potency, µM (doses to about 114 µM), for the others: at the top dose activity change, negative = inhibition, usual class: inhibitors | 370,000 tested, 0.041% active | AID 485294, 2010;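 note: potency is the fitted concentration of half-maximal effect; 0% = no-compound wells and -100% = no-enzyme wells; nearly all actives have a fitted effect of over 25% in size; some results filed as inactive show a strong effect at the top dose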
Target sequence (P00811 whole entry, looked up): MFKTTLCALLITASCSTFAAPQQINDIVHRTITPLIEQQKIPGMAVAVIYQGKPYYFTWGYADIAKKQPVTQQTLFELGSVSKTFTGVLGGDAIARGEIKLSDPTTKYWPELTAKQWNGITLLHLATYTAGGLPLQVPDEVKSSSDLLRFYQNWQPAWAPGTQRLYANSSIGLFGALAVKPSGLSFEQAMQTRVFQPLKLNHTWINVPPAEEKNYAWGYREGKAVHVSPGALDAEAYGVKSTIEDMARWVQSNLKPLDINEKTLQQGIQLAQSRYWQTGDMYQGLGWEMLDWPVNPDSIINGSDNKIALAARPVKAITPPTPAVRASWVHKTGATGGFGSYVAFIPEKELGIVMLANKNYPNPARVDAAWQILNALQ
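AmpC (5.3 nM in the dispensed reagent) in 20 mM phosphate pH 7.0 with 0.01% (detergent screen) or 0.0001% Triton X-100 was preincubated with compounds for 15 min at room temperature. Nitrocefin was then added from an 800 uM solution, and hydrolysis was followed at 480 nm.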
HCMV antiviral: qHTS Assay for inhibitors of the human cytomegalovirus (HCMV). HFF cells, HCMV-luciferase reporter, 72 h; active compounds read low. activity change, negative = inhibition, % at 57.5 µM. 410,000 tested, 4.5% active. AID 1259415, 2018; in the data active = activity change below about -60%; inconclusive = no clear call, values can overlap the other calls; inactive = above about -39%
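Cell-based, HFFs, 1000 cells/well, 16 h 37C; cpds in DMSO + HCMV-luc, MOI 1 PFU/cell; 72 h 37C; OneGlo luminescence after 5 min RT; norm. to buffer vs Salinomycin 10uM.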
AMA1-RON2 inh: qHTS for Inhibitors of AMA1-RON; Towards Development of Antimalarial Drug Lead: Primary Screen | AlphaScreen AMA1-biotinylated RON2 peptide binding | Plasmodium falciparum AMA1 (3D7) - RON2 peptide interaction | 360,000 tested, 0.2% active | Potency, µM (doses to about 58.2 µM), for the others: top-dose activity change, negative = inhibition, hits mostly inhibitors;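 note: potency is the fitted concentration of half-maximal effect; 0% = vehicle wells and -100% = peptide control; nearly all actives have a fitted effect of over 45% in size; some results filed as inactive show a strong effect at the top dose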
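AMA1 (3D7) with his tag at 25 nM final met compounds first, then biotinylated RON2 peptide at 25 nM; detection used donor plus acceptor beads, 10 µg/mL apiece, read by AlphaScreen after 30 min at room temperature.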
AmpC no deterg: qHTS Inhibitors of AmpC Beta-Lactamase (assay without detergent); Potency, µM (highest dose often 57.1 µM), inactives show at the highest dose activity change, negative = inhibition, hits mostly inhibitors; P00811; 330,000 tested, 0.52% active; AID 485341, 2010; AmpC nitrocefin hydrolysis, absorbance 480 nm, 0.0001% Triton;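 note: potency is the fitted concentration of half-maximal effect; plate controls were no compound for no effect and no enzyme for full effect; nearly all actives have a fitted effect of over 20% in size; some results filed as inactive show a strong effect at the top dose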
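20 mM phosphate pH 7.0 + 0.01% (detergent screen) or 0.0001% Triton X-100; 5.3 nM AmpC reagent; cpd preinc 15 min RT; nitrocefin (800 uM stock) to start; A480 q20 s × 4 min; Activity was normalised to no-enzyme and no-compound control wells.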
* marks the source's active call; other numbers are inactive results; ? = inconclusive; · = not tested or not shown; & = joins results of further samples; [ ] = dose if it differs, or a comment. Unless noted, calls come from the whole dose curve; as a rule, active = well fitted curve in the direction sought with a large enough effect; inconclusive = small, poorly fitted or top-dose-only effect, or another doubt; inactive = no such curve, though single readings can be large; an effect the other way counts as inactive or inconclusive. Unless noted, % is set by controls: 0 for no effect and ±100 for the full control effect.

SMILES | Tb PYK inh | Sm TGR inh | LmPK inh | AmpC inh detg | HCMV antiviral | AMA1-RON2 inh | AmpC no deterg
O=C(CCC(=O)NNC(=O)COc1ccccc1)NCc1ccccc1 | -3% | 1% | -5% | -5% | -9 | 17% | -22%
OCCNc1ncnc2c1ncn2[C@H]1CN(Cc2ccco2)C[C@@H](CO)O1 | 4% | · | · | · | 40 | 0% | ·
C(=C\c1ccccc1)/C=N/Nc1nc(N2CCCCC2)nc(N2CCCCC2)n1 | 3% | 5% | -1% | 3% | -8 | 0% | 0%
Cc1ccc(-c2cn(S(=O)(=O)c3cccc([N+](=O)[O-])c3)nc2N)cc1 | 2% | 11% | 2% | -3% | 14 | 0% | -31%
CN(CC(=O)Nc1ccc(N2CCOCC2)cc1)C(=O)Cc1ccccc1 | -3% | 6% | · | ? | -24 | 6% | -20%
CCCC(=O)c1ccc(N2CCN(S(=O)(=O)c3ccccc3)CC2)c(F)c1 | -5% | 3% | 2% | -7% | 3 | 8% | -16%
CN(C(=O)COc1ccccc1)c1nnc(C23CC4CC(CC(C4)C2)C3)s1 | 2% | -15% | 1% | ? | 20 | 0% | ?
COc1ccccc1NC(=O)c1oc2ccccc2c1NC(=O)C1CC1 | 7% | 2% | 11% | 3% | ? | 5% | -35%
CCOc1ccccc1NC(=O)c1ccc2c(c1)C(=O)N(C(C)(C)C)C2=O | -7% | -4% | 7% | -16% | -11 | 2% | -3%
O=C(CN(Cc1ccccc1F)C(=O)c1csnn1)NC1CCCCC1 | -5% | 2% | -8% | -1% | -12 | -1% | -35%
Cc1ccc(-n2c(O)c(/C=N/NC(=O)c3ccncc3)c(=O)[nH]c2=O)cc1C | -19% | -29% | 1% | -3% | -23 | -11% | -25%
Cc1ccc(OCc2nnc(SCC(=O)O)n2N)cc1 | -10% | 13% | 2% | 2% | -17 | -1% | -21%
O=C(NCC(=O)N(c1ccc(F)cc1)C(C(=O)NC1CCCC1)c1cccnc1)c1cccs1 (stereo not drawn) | 2% | · | 0% | -8% | ? | -6% | -7%
CCc1ccc(N2CC(C(=O)N3CCN(c4ccc([N+](=O)[O-])cc4)CC3)CC2=O)cc1 (stereo not drawn) | 4% | · | · | · | 32 | 7% | ·
O=C(c1ccccc1)c1ccc(C(=O)N2CCOCC2)cc1 | -1% | 0% | -6% | -14% | -33 | -9% | -19%
CC(=O)N1CCN(Cc2nc3cc(NC(=O)c4ccccc4)ccc3n2C)CC1 | -8% | -10% | -11% | ? | 32 | 5% | -3%
Nc1cc(N)nc(SCCOc2ccccc2)n1 | 2% | 5% | 1% | -9% | 15 | -7% | -23%
C#CCN(C[C@@H](CC(C)C)NC(=O)OC(C)(C)C)S(=O)(=O)c1ccc(Br)cc1F | 3% | · | · | · | -19 | 0% | ·
CN(C)CC/C=C1\c2ccccc2COc2ccccc21 | 8%&1% | 14µM* | -1% | 1% | -10 | -5% | -6%
CCC(OC(=O)c1cc2sccc2n1C)C(=O)NCC1CCCO1 (stereo not drawn) | -1% | 6% | -2% | ? | -21 | -1% | 20%
Cc1cccc(NC(=O)CSc2nc(=O)n(CCN3CCOCC3)c3c2CCC3)c1C | -3% | 9% | · | -3% | -36 | · | ·
COc1ccc(C(=O)CC(=O)C(=O)Nc2cccc(F)c2)cc1 | -9% | -9% | 1% | -3% | 31 | 61%[activator] | -31%
Cc1ccc(-c2cccc(C3CC=CC4C3C(=O)N(Cc3ccccc3)C4c3cc(C)ccc3F)c2)cc1 (stereo not drawn) | 3% | -25% | -5% | 1% | -40 | -4% | -25%
O=C(NN=C1CCCCCCC1)c1ccc(F)cc1 | -11% | -3% | -3% | 1% | 41 | 74%[activator] | -4%[2.29 µM]

Reprinted at random: 5 compounds from above
SMILES | Tb PYK inh | Sm TGR inh | LmPK inh | AmpC inh detg | HCMV antiviral | AMA1-RON2 inh | AmpC no deterg
Cc1ccc(-c2cccc(C3CC=CC4C3C(=O)N(Cc3ccccc3)C4c3cc(C)ccc3F)c2)cc1 (stereo not drawn) | 3% | -25% | -5% | 1% | -40 | -4% | -25%
C#CCN(C[C@@H](CC(C)C)NC(=O)OC(C)(C)C)S(=O)(=O)c1ccc(Br)cc1F | 3% | · | · | · | -19 | 0% | ·
CC(=O)N1CCN(Cc2nc3cc(NC(=O)c4ccccc4)ccc3n2C)CC1 | -8% | -10% | -11% | ? | 32 | 5% | -3%
COc1ccc(C(=O)CC(=O)C(=O)Nc2cccc(F)c2)cc1 | -9% | -9% | 1% | -3% | 31 | 61%[activator] | -31%
CCc1ccc(N2CC(C(=O)N3CCN(c4ccc([N+](=O)[O-])cc4)CC3)CC2=O)cc1 (stereo not drawn) | 4% | · | · | · | 32 | 7% | ·

Other entries follow:
SMILES | Tb PYK inh | Sm TGR inh | LmPK inh | AmpC inh detg | HCMV antiviral | AMA1-RON2 inh | AmpC no deterg
COCc1cc(C)nc(SCC(=O)Nc2ccccc2C)c1C#N | ? | -1% | -1% | -4% | 8 | 9% | -10%
CC(C)NC(=O)c1ccc(Cn2c(SCc3ccc(F)cc3)nc3cccnc32)cc1 | -4% | 2% | · | 5% | 105 | · | ·
Cc1ccc(NC(=O)CSC2=C(C#N)C(c3ccc4c(c3)OCO4)C3=C(CCCC3=O)N2)c(C)c1 (stereo not drawn) | 16% | -25% | -5% | -19% | -65* | 71%[activator] | -34%
CC(=O)NNC(=O)CCn1nnc2ccccc21 | -2% | 17% | 0% | 5% | -2 | 9% | -12%
Nc1ccccc1-c1nnc(SCc2ccccc2Cl)[nH]c1=O | -5% | -2% | 3% | ? | 35 | 2% | -45%
Cc1ccc(C)c(NC(=S)NCc2cccs2)c1 | -12% | -19% | -2% | 0% | ? | -4% | -20%
CCOC(=O)CNc1ncnc2nc[nH]c12 | 2% | 0% | -2% | ? | ? | 0% | ?
CCOC(=O)c1ccc(NS(=O)(=O)N2CCCCCC2)cc1 | -5% | 4% | 2% | 7% | -3 | 5% | -11%
COc1ccc(NC(C)=O)cc1NS(=O)(=O)c1cn(C)c(=O)n(C)c1=O | 1% | 2% | -2% | -3% | 101 | 4% | -11%
COc1cc(CN2C[C@@H](CO)O[C@@H](n3cnc4c(NCc5ccc(F)cc5)ncnc43)C2)cc(OC)c1OC | 1% | · | · | · | -34 | -2% | ·
CCN(CC)C(=O)Cn1cc(C(=O)C(=O)N2CCCc3ccccc32)c2ccccc21 | -5% | 8% | 8% | -3% | 14 | 13% | 110%[activator]
O=S(=O)(NCc1cccnc1)c1cc(Cl)ccc1Cl | -8% | -33% | 1% | ? | -1 | 25% | -4%
COc1ccc(C(=O)Nc2nccs2)cc1OC | -3% | -20% | 2% | 3% | 121 | -30% | -24%
C=CCNCCCCOc1ccccc1 | 3% | 4% | 1% | 6% | 16 | -9% | 1%
CS(=O)(=O)c1ccccc1C(=O)Nc1ccc(-c2nc3ccccc3[nH]2)cc1 | 0% | -2% | 1% | -6% | 37 | -3% | -42%
N#Cc1cc(-c2ccc(Cl)cc2)cnc1Sc1ccccc1 | -4% | 17% | 0% | -1% | -8 | 17% | -36%
COc1ccc(NC(=O)CCNC(=O)c2ccco2)cc1Cl | 36%[activator] | -1% | 3% | ? | -13 | 23% | -10%
COc1cccc(NC(=O)CSc2nc3c([nH]c4ccccc43)c(=O)n2C)c1 | -3% | 6% | 0% | -1% | -17 | 3% | -18%
O=C(Nc1ccc(F)cc1F)C1CC(=O)N(Cc2ccccc2)C1 (stereo not drawn) | 2% | -1% | · | ? | -19 | 4% | -4%
CSc1ccc(C(=O)C2CCCN(C(=O)c3ccc4c(c3)OCO4)C2)cc1 (stereo not drawn) | 5% | 4% | 15% | 0% | -36 | 2% | 32%
CNC(=S)N1CCn2cccc2C1c1cc(OC)c(OC)c(OC)c1 (stereo not drawn) | 3% | -7% | 0% | -7% | 27 | 10% | 35%
CCN1CCN(c2ccc(S(=O)(=O)N3CCCCC3)cc2NC(=O)COc2ccc(Cl)c(C)c2)CC1 | 5% | -18% | 0% | -12% | 17 | -5% | 65%[activator]
CC(C)[C@H](NC(N)=O)C(=O)Nc1ccc(OCc2ccccc2)cc1 | 4% | -18% | -4% | ? | -23 | 6% | -7%[11.4 µM]
Cc1ccc(N(CC(=O)Nc2ccc3c(c2)OCCO3)S(=O)(=O)c2c(C)noc2C)cc1 | 5% | 1% | 4% | -6% | ? | 14% | -28%
CCOC(=O)N1CCC(N2CCN(c3ccccc3)CC2)CC1 | -4% | 6% | 1% | -14% | 1 | 4% | 43%
CC(NC(=O)c1ccc(NC(=O)CC2SC(N3CCCC3)=NC2=O)cc1)c1ccccc1 (stereo not drawn) | 0% | -14% | · | -1% | 0 | -10% | 26%
CCOC(=O)c1nnn(-c2nonc2N)c1-c1cccc2ccccc12 | 4% | 5% | 0% | ? | 70 | -4% | -25%
CN1CCN(c2ccc(S(=O)(=O)N3CCCCC3)cc2NC(=O)Cc2ccccc2F)CC1 | -2% | 0% | 0% | -13% | ? | 11%[11.6 µM] | 92%[activator]
CCCC(=O)NC(c1ccc(Cl)cc1)c1ccc2cccnc2c1O (stereo not drawn) | -11% | -5% | -1% | -13% | -100* | 49%[activator] | -46%
CN(CC(=O)N1CCN(Cc2ccccc2)CC1)S(=O)(=O)c1cccc2nsnc12 | 0% | -2% | 6% | ? | -26 | -2% | 60%
COc1cccc(/C=C2/SC(=O)N(CC(=O)N3CCc4ccccc4C3)C2=O)c1OCC(=O)O | -12% | 3% | 0% | -4% | -21 | 9% | -15%
O=C(NCCc1ccccc1)c1ccc2c(c1)CCN2S(=O)(=O)c1ccccc1 | 14% | -3% | · | 12% | ? | · | ·
CC(C)(C)c1ccc(/C=C/C(=O)c2ccc(NC3=NCCCS3)cc2)cc1 | 5% | 2% | 1% | -3% | 73 | -6% | 49%
O=C(Nc1ccc(NC(=O)c2ccco2)c(Cl)c1)c1ccccc1 | 3% | 1% | -18% | 2% | 18 | -5% | -27%
Cc1cc(C)c(NC(=O)C2CCN(c3nn4c(=O)cc(C)nc4s3)CC2)c(C)c1 | 3% | 11% | · | 25% | -4 | · | ·

Screening results deposited in PubChem by National Center for Advancing Translational Sciences (NCATS).
